Lipid droplet – modulators of hepatic lipid droplet formation; AML12 mouse hepatocytes, oleate lipid droplets, BODIPY imaging; inhibition, % at 6.5 µM; 240,000 compounds, 0.4% hits; AID 1656;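 active = lipid droplet intensity inhibited by at least 50%, with more than 500 cells counted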
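System: AML12 hepatocytes (mouse). Probe or stimulus: oleic acid at 100 µM to induce lipid droplet formation. Times: overnight treatment with compound plus oleate. Detection: Image-based BODIPY and DAPI two-channel analysis. Evaluation: percent inhibition of filter-corrected integrated lipid droplet intensity per well.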
Autophagy mod – modulators of autophagy; 190,000 compounds, 0.98% hits; AID 463193; MEF GFP-LC3 puncta imaging; test concentration mostly 10 µM; calls only at 10 µM (by protocol);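 active = percentage of spot-positive cells more than 3 SD above its plate mean, without a fluorescence outlier flag or 80% toxicity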;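 also: spot-positive cell cutoff set from DMSO-treated cells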
MT stabilize HCS – microtubule stabilization, imaging screen | % tubulin-high responders, % at 10 µM | AID 2205 | 200,000 compounds, 0.83% hits | HeLa tubulin immunostaining HCS, 24 h; share of cells brighter than vehicle mean+2SD;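 active = plate Z-score above 3 for both tubulin-high and condensed-nucleus cell shares, with cell loss under 80%, at 10 µM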;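 also: anti alpha tubulin signal scored within the nucleus-defined area of each cell; some results filed as inactive read as strong as hits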
P. falciparum M17LAP – P. falciparum M17LAP inhibitors, primary screen, biochemical, fluorogenic H-Leu-NHMec substrate, 1536-well (AID 1619). recombinant M17LAP, H-Leu-NHMec fluorogenic kinetic assay; higher % means a stronger effect. inhibition, % at 30 µM; hits with a dose series show IC50 in µM. 220,000 compounds, 0.38% hits;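 active = compound inhibiting the enzyme by more than half at any dose during confirmatory dose-response retesting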;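 also: plate controls were full reaction with DMSO carrier for no effect and no enzyme background for full effect; strong numbers were not always called active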
M1AAP inhibition – P. falciparum M1AAP inhibitors, biochemical, fluorogenic H-Leu-NHMec substrate, 1536-well (AID 1445); 220,000 compounds, 0.42% hits; inhibition, % at 30 µM; hits with a dose series show IC50 in µM; recombinant M1AAP, H-Leu-NHMec fluorogenic kinetic assay; higher % means a stronger effect;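 active = primary inhibition above the hit cutoff, then over 50% inhibition at one or more dose response concentrations, cut at about 23% in these data, passing the limit was not always enough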;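 also: plate controls were DMSO full reaction for no effect and no enzyme background for full effect; strong numbers were not always called active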
ER stress rescue – rescue of cells from ER stress-induced death, primary screen, 384-well, CSM14.1, thapsigargin, ATP luminescence (AID 1222); CSM14.1 thapsigargin-induced death rescue, ATP luminescence; higher % means a stronger effect; one-dose cellular ATP content (survival), % at 20 µM; EC50 in µM for titrated hits; 190,000 tested, under 10 active;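 active = EC50 below 50 µM in the dose-response confirmation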;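 also: death triggered by thapsigargin at about 15 µM added after 2 h compound pretreatment; cell ATP read after overnight thapsigargin exposure of roughly 18 to 22 hours; normalized against plate controls of thapsigargin alone and 5% DMSO vehicle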
Ins promoter up – MIN6 insulin promoter up-regulation | AID 1625 | 190,000 compounds, 0.3% hits | MIN6 insulin promoter-GFP reporter, high-content imaging; hits give high values | z-score at 5 µM;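 active = z-score above 3 at 5 µM with at least 500 cells counted in the well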
Yfh1-off respiration – enhancers of respiration in Yfh1-depleted yeast, dose response, Friedreich's ataxia, plus single-dose screen (AID 1465); S. cerevisiae Yfh1-off respiration, WST-1 reduction, 72 h; higher fold induction means a stronger effect; one-dose fold induction at 50 µM; EC50 in µM for titrated hits; 220,000 compounds, 0.074% hits;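 active = fold induction of absorbance versus untreated yeast above a set limit, then at least 30% activation at any dose in follow-up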;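 also: activators that raise dye reduction in frataxin-depleted yeast; strong numbers were not always called active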
Dynein cargo inh – dynein cargo transport inhibition | 220,000 compounds, 0.47% hits | AID 1381 | 3617.4 mouse cells, GR-EGFP nuclear translocation imaging; test concentration mostly 20 µM; stimulated with dexamethasone, 1 µM; hits give low values | z-score, hits read low;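 active = plate z-score of nuclear minus cytoplasmic receptor signal below a set negative limit, without overly bright fluorescence or cell loss, cut at about -3.5 in these data, passing the limit was not always enough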;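 also: z-score of nuclear minus cytoplasmic ring GR-EGFP intensity difference per well; some compounds called inactive have numbers as strong as hits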
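Buffer or medium: Induction medium lacking tetracycline, stripped serum | Also added: Dexamethasone agonist, 1.0 µM final, for 30 min | Timing: 48 h induction, 1 h compound, 30 min dex at 37 °C | Detection: Formaldehyde fixation, Hoechst nuclear stain, 10x automated fluorescence imaging | Measure: Nuclear versus cytoplasmic GR-EGFP signal, averaged per well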
Dynein cargo inh cytoplasmic EGFP – recorded beside Dynein cargo inh, whose call it bears; z-score; measured here: cytoplasmic GR-EGFP intensity; hits give high values
Dynein cargo inh nuclear GR-EGFP – also measured in Dynein cargo inh; calls as there; z-score; measured here: nuclear GR-EGFP intensity;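 lower value marks the stronger effect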
Dynein cargo inh cell count – further read-out of Dynein cargo inh, marked with its call; z-score; measured here: cell count per field
Ins promoter up cell count – also measured in Ins promoter up; calls as there; cell count; measured here: cytotoxicity, nuclei count;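 total cells summed across four imaged fields per well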
Lipid droplet cells 6.5 µM – further read-out of Lipid droplet, marked with its call; cell count; measured here: cell count, cytotoxicity flag;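 cells counted across two imaged fields per well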
MT stabilize HCS Hoechst-high % – second read-out of MT stabilize HCS, no call of its own (marks repeat the call); % Hoechst-high responders; measured here: nuclear condensation Hoechst responders;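 share of cells brighter than vehicle mean plus two SD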
MT stabilize HCS cytotoxicity % – further read-out of MT stabilize HCS, marked with its call; toxicity, %; measured here: cytotoxicity by cell density;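 0% = mean cell density of plate MIN control wells and 100% = no cells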
Autophagy mod cell loss 18 h – recorded beside Autophagy mod, whose call it bears; toxicity, %; measured here: cell loss, nuclei count;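 cell loss after 18 h compound exposure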
* = called active by the depositor; i = inactive; . = not tested or not shown.

Each structure is followed by: Lipid droplet	Lipid droplet cells 6.5 µM	Autophagy mod	Autophagy mod cell loss 18 h	MT stabilize HCS	MT stabilize HCS Hoechst-high %	MT stabilize HCS cytotoxicity %	P. falciparum M17LAP	M1AAP inhibition	ER stress rescue	Ins promoter up	Ins promoter up cell count	Yfh1-off respiration	Dynein cargo inh	Dynein cargo inh cytoplasmic EGFP	Dynein cargo inh nuclear GR-EGFP	Dynein cargo inh cell count
- Cc1ccc2oc(=O)c3cnn(CC(=O)Nc4cc(-c5cccc(F)c5)no4)c3c2c1
→ -155	769	i	10	2.6	1.6	7.1	5%	-3%	2.2%	0.14	1199	i	0.98	-0.09	1.4	-0.9
- N#C/C(=C\c1ccccc1[N+](=O)[O-])C(=O)Nc1ccc(S(N)(=O)=O)cc1
→ 18	694	.	.	.	.	.	-2%	4%	.	-0.06	1138	i	-0.33	-0.2	0.45	-0.65
- CC(C)CN=c1cc(-c2ccccc2)oc2ccc(Cl)cc12
→ .	.	i	10	3.4	1.6	1.2	10%	9%	-1.6%	0.12	1455	i	1.4	-0.089	0.11	-2.1
- CC(C)(C)n1nc2c(c1NC(=O)c1ccco1)CS(=O)C2 (centres undefined)
→ .	.	i	8	2.0	2.1	6.5	0%	6%	-0.6%	-0.24	1448	i	0.12	-0.24	0.12	-0.23
- Cc1ccc2[nH]cc(C(=O)NCc3cccs3)c(=O)c2c1
→ 2	773	i	-13	2.3	1.8	6.9	4%	-3%	-2.6%	.	.	i	-0.21	0.47	-0.22	1.1
- COCCNC(=O)CSc1nc2sc(C)c(C)c2c(=O)n1-c1ccccc1
→ 9	753	.	.	.	.	.	2%	7%	.	-0.44	1162	i	0.048	-0.26	0.6	-0.46
- CCOC(=O)N1CCN(C(=O)CNS(=O)(=O)c2cccs2)CC1
→ .	.	i	2	2.8	1.6	3.0	4%	-3%	-0.3%	0.29	1673	i	0.7	-0.29	0.11	-0.0023
- FC(F)(F)c1ccc(Cl)c(NC(=S)NC2CC2)c1
→ -4	552	i	-3	3.4	1.2	0.4	3%	6%	0.0%	0.71	1509	i	-0.48	-0.25	-0.35	0.26
- CCN(C(=O)CSc1nnc(-c2c[nH]c3ccccc23)o1)C1CCS(=O)(=O)C1 (centres undefined)
→ -10	724	i	22	1.2	0.6	1.3	-1%	6%	-1.2%	.	.	i	-0.21	-0.28	-0.066	0.048
- Cc1c(O)c(S(=O)(=O)c2ccccc2)c(=O)n(-c2ccccc2)c1-c1ccccc1
→ 0	700	i	-5	3.8	2.6	7.2	10µM*	2%	-0.5%	0.13	1313	i	-0.71	-0.33	-0.49	0.63
- CCCOc1ccc(N2C(=O)C3C(C(C)C)NC4(C(=O)c5ccccc5C4=O)C3C2=O)cc1 (centres undefined)
→ 2	764	i	-4	1.2	0.7	5.9	7%	0%	-0.8%	.	.	i	-0.49	0.83	0.11	0.3
- Cc1cc(NC(=O)CSc2nnc3ccccn23)no1
→ 0	662	i	-10	3.3	4.2	2.3	-3%	0%	-1.3%	-0.34	1192	i	0.63	-0.1	0.77	-2.4
- CC1C2C(c3ccccc3)N(C)C(=O)N(C)C2N(C)C(=O)N1C (centres undefined)
→ .	.	i	14	0.9	2.6	15	8%	1%	-1.0%	0.09	1158	i	3.7	-0.052	2	-2.1
- Cc1ccc(S(=O)(=O)Nc2cc(C(C(=O)OC(C)C)C(=O)C(F)(F)F)c(O)c3ccccc23)c(C)c1 (centres undefined)
→ -12	637	i	9	7.1	1.7	10	-2%	12%	1.6%	0.61	1364	i	-0.52	-0.21	-0.37	-0.09
- Cc1nc(N)sc1N=Nc1ccc(Br)cc1
→ 13	768	i	7	3.1	3.7	0.3	-8%	7%	-0.8%	.	.	i	0.093	-0.23	-0.13	0.38
- COCCCn1c(SCc2cccc(OC)c2)nc2cc(OC)c(OC)cc2c1=N
→ .	.	i	-6	1.3	1.5	6.6	10%	-10%	-0.2%	.	.	i	0.29	-0.21	-0.11	-0.21
- COCCCNC(=O)CN(c1ccc(Cl)c(Cl)c1)S(C)(=O)=O
→ .	.	i	-1	1.8	1.5	7.2	1%	-2%	-2.1%	-0.33	1466	i	-0.43	-0.21	-0.097	0.79
- CCS(=O)(=O)Nc1cccc(C2=NN(S(C)(=O)=O)C(c3ccccc3)C2)c1 (centres undefined)
→ 3	716	i	5	2.2	1.2	5.2	4%	1%	-1.8%	0.74	1266	i	0.61	-0.16	0.56	-0.63
- O=C(N/N=C/C1CC2CCC1C2)c1ccc2c(c1)OCO2 (centres undefined)
→ 0	710	i	-7	5.7	2.4	6.4	-22%	7%	-0.9%	0.04	1023	i	-0.66	-0.29	-0.64	0.5
- CCOc1ccc(S(=O)(=O)NC(C)(C)C)cc1-c1nc2c(C(C)(C)C)nn(C)c2c(=O)[nH]1
→ .	.	i	-8	6.0	2.2	15	-6%	8%	-1.8%	-1.9	1102	i	-0.5	-0.38	0.12	-0.081
- CC(C)n1nc(CC(=O)O)c2ccccc2c1=O
→ 16	516	i	-5	1.0	1.1	5.6	6%	-3%	-0.4%	.	.	i	2.4	-0.09	1.3	-1.9
- CCCN1CCC(NC(=O)CCc2nnc(Cc3cc(OC)ccc3OC)o2)CC1
→ -1	652	i	-2	2.2	3.0	7.6	10%	1%	-0.2%	0.13	1617	i	-0.59	-0.2	-0.51	1.3
- CC(C)(C)NC(=O)CSCc1ccc(Br)cc1
→ .	.	i	20	3.2	1.9	1.0	0%	-2%	0.9%	-0.61	1453	i	-0.26	-0.22	0.057	0.86
- Cc1ccc(N=C2NC(=O)c3cc([N+](=O)[O-])ccc32)cc1
→ 21	589	i	4	3.5	4.0	4.1	-3%	-1%	1.9%	0.59	1444	i	1.1	-0.24	0.69	-0.17
- CCOC(=O)c1csc(NC(=O)c2ccc(OCC)cc2)n1
→ 15	707	i	-3	4.6	3.0	6.8	4%	-2%	1.4%	-0.07	1241	i	0.12	-0.24	0.34	-0.53
- O=C(CC(=O)Nc1ccc(Cl)c(Cl)c1)N/N=C/c1ccc(O)cc1
→ 4	700	i	-5	3.5	2.3	7.5	9%	10%	-2.7%	0.4	1288	i	0.86	-0.11	0.56	0.12
- NC(=O)CSc1nnc(COc2ccccc2)n1C1CCCCC1
→ -4	745	i	-1	1.6	0.9	7.8	.	.	-2.2%	-0.04	1202	.	-0.7	-0.029	-0.19	0.73
- CC(=O)C1=C(O)C(=O)N(Cc2ccco2)C1c1cccc(F)c1 (centres undefined)
→ -4	692	i	-1	1.9	2.1	6.8	20%	6%	0.9%	0.09	1271	i	-0.27	-0.21	-0.12	0.37
- COc1ccc(Br)cc1/C=C/C(=O)NC(=S)Nc1ccc(Cl)c(C(=O)O)c1
→ 1	695	i	3	2.0	2.5	1.9	18%	20%	1.0%	-0.32	1325	i	-0.53	-0.26	-0.15	0.45
- CC1CCC(N(CCCN)Cc2ccco2)CC1C (centres undefined)
→ 11	627	i	13	4.2	1.4	8.3	-1%	5%	-2.5%	-0.29	1679	i	-0.83	-0.08	-0.27	1
- CNCc1cn2cc(Cl)ccc2n1
→ 2	644	i	2	5.7	2.5	6.4	7%	1%	-1.9%	0.91	1545	i	-0.28	-0.31	-0.4	0.59
- CCOC(=O)CN(Cc1sccc1C)C(=O)Nc1ccc(OC)cc1OC
→ 2	704	i	10	1.5	2.4	4.2	4%	7%	8.7%	0.09	1485	i	-0.31	-0.26	-0.23	1.7
- Cc1cccc(Cc2cnc(N3C(=N)SC(C)C3=O)s2)c1 (centres undefined)
→ -1	747	i	0	3.9	1.5	8.3	11%	-3%	4.4%	0.18	1351	i	-0.14	-0.3	0.039	0.71
- N/C(=N\NC(=O)Nc1ccccc1)c1ccccn1
→ 9	682	.	.	.	.	.	-6%	12%	.	-0.24	1033	i	-0.25	-0.26	0.18	0.3
- Cc1[nH]c2ccccc2c1/C=N/NC(=O)c1cc(-c2cccs2)[nH]n1
→ 20	520	i	-8	2.9	4.1	0.2	5%	6%	-2.0%	-1	1388	i	0.11	-0.31	-0.074	0.51
- Cn1c(NC(=O)C2CC2)cc(=O)n(C)c1=O
→ .	.	i	7	6.0	1.8	6.0	-5%	9%	-1.3%	1.8	1043	i	-0.71	-0.18	-0.26	0.095
- CCC(=O)N1CCc2cc(OC)c(OC)cc2C1COc1ccc(C(=O)OC)cc1 (centres undefined)
→ 3	761	i	4	1.9	1.2	3.0	8%	3%	.	-2.3	1278	i	0.25	-0.21	0.49	0.5
- Cc1[nH]c(=O)[nH]c(=O)c1S(=O)(=O)N1CCCC(C(=O)N2CCN(c3cccc(C(F)(F)F)c3)CC2)C1 (centres undefined)
→ 0	674	i	2	2.8	2.2	3.6	13%	4%	-1.5%	1.4	1303	i	-0.65	-0.29	-0.46	0.49
- O=C(c1cnc2sccn2c1=O)N1CCCc2ccccc21
→ -4	690	.	.	.	.	.	.	.	0.4%	0.01	1755	i	.	.	.	.
